Screens as filed in PubChem.
TAAR1 antag: human TAAR1 antagonism; Q96RJ0; CHO RD-HGA16 TAAR1, Fluo-8 calcium fluorescence, antagonist; inhibition, % at 3 µM; 1.5% of 360,000 active; AID 624466;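 active = inhibition above a per-plate cutoff, the mean inhibition of test compounds on that plate plus 3 SD, cut at about 49% in these data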;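 also: 0% = DMSO plus EC80 beta-PEA response and 100% = DMSO alone without agonist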
Target sequence (Q96RJ0 whole entry, looked up): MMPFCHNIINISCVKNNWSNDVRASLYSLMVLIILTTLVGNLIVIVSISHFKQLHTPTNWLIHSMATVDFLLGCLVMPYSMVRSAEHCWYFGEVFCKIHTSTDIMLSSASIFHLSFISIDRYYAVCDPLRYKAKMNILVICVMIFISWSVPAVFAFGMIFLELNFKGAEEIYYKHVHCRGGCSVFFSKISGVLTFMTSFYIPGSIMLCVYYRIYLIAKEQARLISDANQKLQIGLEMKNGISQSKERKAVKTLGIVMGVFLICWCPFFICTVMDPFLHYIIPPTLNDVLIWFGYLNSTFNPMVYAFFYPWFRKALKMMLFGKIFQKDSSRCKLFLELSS
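Material: CHO RD-HGA16 cells bearing hTAAR1; compound dosing: one-point dosing, 3 µM nominal final; schedule: dye loading 75 min at 37 °C, then 30 min room temperature; measured by: calcium fluorescence with Fluo-8; control set: vehicle and agonist controls; replication: n of 1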
CHO-K1 Ca PAM: M1 PAM counterscreen hit in parental CHO-K1 cells. 0.02% of 360,000 active. AID 602247. ATP EC20, Fluo-8 calcium fluorescence; 0% at ATP EC20, 100% at ATP max. activation, % at 3 µM;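 active = activation above the run cutoff, the mean activation of all test compounds plus 3 SD, cut at about 40% in these data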;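 also: peak over basal fluorescence ratio in a 140 s read after ATP addition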
M5 ag: CHRM5 agonism in calcium assay; CHO-K1 hM5 cells, Fluo-8 calcium fluorescence; 0% DMSO wells, 100% maximal acetylcholine response; activation, % at 3 µM; 0.19% of 360,000 active; AID 624037;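 active = activation above the run's mean over test compounds plus 3 SD, cut at about 23% in these data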;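 also: signal is peak over basal fluorescence ratio across the kinetic read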
CHRM4 PAM: CHRM4 positive allosteric modulation | P08173 | CHO-K1 hM4/Gqi5, Fluo-8 calcium fluorescence, ACh EC20; 0% = ACh EC20, 100% = maximal ACh | activation, % at 3 µM | 0.4% of 360,000 active;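 active = activation above its plate's cutoff, the mean activation of sample wells plus 3 SD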; also: some results filed as inactive read as strong as hits
Target sequence (P08173 whole entry, looked up): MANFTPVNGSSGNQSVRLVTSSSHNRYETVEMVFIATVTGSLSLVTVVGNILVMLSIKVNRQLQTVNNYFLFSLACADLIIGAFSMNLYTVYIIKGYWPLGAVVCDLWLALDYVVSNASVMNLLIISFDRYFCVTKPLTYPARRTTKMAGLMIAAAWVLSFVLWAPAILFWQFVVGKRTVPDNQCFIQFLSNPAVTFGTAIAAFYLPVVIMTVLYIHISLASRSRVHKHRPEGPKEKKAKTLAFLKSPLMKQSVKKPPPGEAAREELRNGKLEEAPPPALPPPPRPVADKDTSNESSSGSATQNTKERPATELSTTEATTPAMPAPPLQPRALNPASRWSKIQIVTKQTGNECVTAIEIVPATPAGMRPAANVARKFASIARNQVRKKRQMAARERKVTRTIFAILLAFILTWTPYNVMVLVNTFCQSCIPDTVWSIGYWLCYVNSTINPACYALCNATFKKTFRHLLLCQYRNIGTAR
CRFBP-R2 block: blocks CRF-induced signaling of the CRF-BP/CRF-R2 complex. inhibition, % at 11.8 µM. HEK293 CRF-R2/CRF-BP, CRF-induced calcium fluorescence. 0.59% of 350,000 active;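 active = inhibition of the ligand-induced calcium signal above about 50% at the single tested concentration, limit read from the data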
TAAR1 agonist: agonists of human TAAR1; 0.99% of 360,000 active; CHO RD-HGA16 TAAR1, Fluo-8 calcium fluorescence; vehicle wells 0%, saturating PEA agonist 100%; activation, % at 3 µM; AID 624467;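 active = activation above the mean activation of all test compounds in the run plus 3 SD, cut at about 38% in these data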
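System: CHO RD-HGA16 cells carrying human TAAR1 plus Gα16; Incubation: 17-24 h seeding, 75 min 37 °C dye, 30 min RT; Measured by: Fluo-8 fluorescence, 5 s baseline then 140 s kinetic read; Control set: DMSO and PEA EC100; Replication: single well for each compound.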
CHRM5 PAM: CHRM5 positive allosteric modulation; activation, % at 3 µM; CHO-K1 hM5, Fluo-8 calcium, ACh EC20 PAM; 0% = ACh EC20, 100% = ACh EC100; P08912; 0.3% of 360,000 active;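 active = activation above the run cutoff, the mean activation of all test compounds plus 3 SD, cut at about 18% in these data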
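Test system: CHO-K1 hM5 cells / Doses: single-point, 3 µM nominal / Times: Post-acetylcholine fluorescence recording 140 s / Technique: Fluo-8 calcium fluorescence / Measure: Max/basal fluorescence ratio as % of EC20–EC100 ACh window / Benchmarks: low control EC20 acetylcholine (0%), high control EC100 acetylcholine (100%) / Replicates: one well per compound, no replicates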
CRFR2-BP ag: CRF-BP/CRF-R2 complex agonism; HEK293 CRF-R2/CRF-BP, calcium dye fluorescence (FLIPR); percent of saturating CRF peptide response; activation, % at 13.2 µM; 0.46% of 350,000 active;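 active = activation of at least 50%, plus an integration ratio under a set limit after plate pattern correction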;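 also: plate controls were neutral control wells without compound for no effect and CRF at EC100 for full effect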
M5 antag: blocks acetylcholine activation of human M5 receptor; P08912; CHO-hM5 cells, Fluo-8 calcium fluorescence, ACh EC80; inhibition, % at 3 µM; 0.59% of 360,000 active; AID 624040;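 active = inhibition above a per-plate cutoff, the mean of that plate's test compounds plus 3 SD, cut at about 27% in these data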;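 also: 0% = acetylcholine EC80 with DMSO and 100% = DMSO without agonist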
* = called active by the depositor; / = not tested or not shown.

SMILES | TAAR1 antag | CHO-K1 Ca PAM | M5 ag | CHRM4 PAM | CRFBP-R2 block | TAAR1 agonist | CHRM5 PAM | CRFR2-BP ag | M5 antag
O=C(CCc1ccccc1)NNC(=O)c1ccc(Br)cc1 | 4.6 | 9.0 | -4.0 | 3.3 | -5.7 | 0.7 | -3.5 | 4.2 | 8.7
COC(=O)c1cc(NC(=O)c2cc(-c3ccc(C(F)(F)F)cc3)oc2C(F)(F)F)ccc1N1CCOCC1 | -6.1 | 8.4 | -6.5 | -1.8 | -5.6 | 0.6 | 2.2 | 0.5 | 10.2
CC(C)CN(C(=O)CN(C)CC(=O)Nc1ccc(Cl)c(C(F)(F)F)c1)c1c(N)n(CC(C)C)c(=O)[nH]c1=O | -8.9 | 22.8 | -0.1 | 4.0 | -18.7 | 2.1 | 7.6 | -1.7 | 5.6
COc1ccc(-n2c(=O)[nH]cc(C(=O)Nc3ccccc3)c2=O)cc1 | -16.1 | 4.8 | 2.1 | 4.0 | -5.7 | 2.8 | -8.3 | 1.3 | 7.0
O=C(COC(=O)c1ccc2c(c1)OCO2)Nc1ncc(Cl)cc1Cl | 21.0 | 1.9 | -2.3 | -3.9 | 13.5 | 1.2 | -5.6 | 0.2 | -7.5
O=C1/C(=C/c2ccc(F)cc2)SC(=S)N1Nc1ncc(C(F)(F)F)cc1Cl | -19.1 | 17.3 | -1.0 | -8.7 | -73.1 | 15.2 | -9.0 | 4.8 | 7.6
CC(C)c1ccc2[nH]c(O)c(N=NC(=S)NCCc3ccccc3)c2c1 | -8.6 | 15.3 | -5.4 | -3.6 | -14.3 | 20.1 | -14.1 | -0.4 | 15.3
COc1ccc(NC(=O)CN(C)C(=O)c2c(C)nn(Cc3ccc(C)cc3)c2Cl)cc1 | 3.1 | 3.4 | -2.0 | 4.7 | 3.7 | 5.2 | 2.3 | -0.8 | 8.1
O=C(C1CCC(=O)N1Cc1cccs1)N1CCOCC1 (stereo unspecified) | 18.2 | 9.2 | -3.4 | 9.8 | -12.0 | 5.8 | 3.4 | 1.1 | 5.6
COc1ccc(NC(=O)CSc2nc3[nH]c(=O)cc(O)c3s2)c(OC)c1 | 4.7 | -10.8 | 1.6 | -7.1 | 3.2 | -1.5 | -6.1 | 1.0 | 0.8
O=C(CNC(=O)c1ccccc1Br)N/N=C/c1ccc(O)cc1 | -14.1 | 14.3 | 3.0 | -0.1 | 4.5 | 10.1 | -15.9 | -0.8 | 13.8
N#Cc1c(NC(=O)c2ccco2)sc2c1CCC2 | -12.5 | -10.4 | -0.7 | -2.5 | -3.3 | 1.2 | -2.9 | -1.2 | 6.4
CN=C1SC(C(=O)Nc2ccccc2Cl)CC(=O)N1c1ccc(OC(F)(F)Cl)cc1 (stereo unspecified) | -14.7 | -4.6 | -1.4 | 5.3 | -4.9 | 4.1 | 7.7 | 0.7 | 2.1
COc1cc(/C=C\C(=O)Nc2cc(=O)n(C)c(=O)n2C)cc(OC)c1OC | -20.8 | 16.2 | 2.6 | -4.2 | 11.8 | 0.6 | 1.0 | -5.1 | 5.7
CCSc1ncnc2c1oc1ccccc12 | -10.9 | 7.0 | -0.6 | -7.8 | -2.8 | 9.9 | -10.0 | -3.0 | 19.1
CC1CCC2(CC1)NC(=O)N(NC(=O)C1CCN(C(=O)c3ccc(Cl)cc3)CC1)C2=O (stereo unspecified) | -10.1 | 4.9 | 1.2 | -3.7 | 0.1 | 7.7 | -3.5 | 1.1 | 4.1
O=C(c1cccc(Cl)c1)N1CCN(C(=O)c2ccco2)CC1 | -0.9 | 15.4 | -1.0 | 5.3 | 10.8 | 1.3 | 5.9 | 0.1 | -3.8
CCOC(=O)C1=CN(CC)S(=O)(=O)NC1c1ccccc1 (stereo unspecified) | 8.8 | -5.4 | 1.0 | 8.7 | 3.6 | 0.1 | -2.2 | -1.7 | -1.0
Cc1nc2ccccc2c(=O)n1NC(=O)c1ccc([N+](=O)[O-])cc1Cl | 8.1 | -11.7 | -3.0 | 0.2 | -7.8 | 0.5 | -1.2 | 0.3 | -0.6
CC1(C)C(=O)C2(CCCC2)C(=O)OC1c1ccco1 (stereo unspecified) | -7.8 | 16.7 | -0.9 | -2.4 | 8.6 | 4.6 | -4.5 | 1.5 | 5.3
Cc1cccc(N(C(=O)c2snc(C(N)=O)c2N)C(C(=O)NC2CCCC2)c2ccncc2)c1 (stereo unspecified) | -4.7 | 19.4 | -2.4 | -4.8 | -13.4 | -6.1 | -0.8 | -0.6 | 7.2
COc1ccc(/C=N/NC(=O)c2cc(C)n(-c3ccccc3)c2C)cc1OC | -10.5 | 14.6 | -7.0 | 0.0 | 12.0 | 9.4 | 2.3 | -0.6 | 3.4
COc1cc(C(C)=O)ccc1OCC(O)Cn1nc(C)c(Br)c1C (stereo unspecified) | 2.9 | 1.3 | -2.8 | -2.2 | -11.6 | 10.2 | -2.2 | -3.6 | -4.8
CCCN(CCC)S(=O)(=O)c1ccc(C(=O)OCCN2C(=O)c3cccc4c(N5CCOCC5)ccc(c34)C2=O)cc1 | / | 11.0 | -2.6 | -4.6 | -105.6 | / | -7.0 | 114.4* | 3.1
O=C(Nc1ccc(Cl)cc1)N[C@H]1CC[C@H](CCn2cc(-c3ccccc3F)nn2)O[C@@H]1CO | -12.5 | / | 4.5 | 1.0 | / | 1.8 | -8.9 | / | -1.4
(next part)
SMILES | TAAR1 antag | CHO-K1 Ca PAM | M5 ag | CHRM4 PAM | CRFBP-R2 block | TAAR1 agonist | CHRM5 PAM | CRFR2-BP ag | M5 antag
CC(C)CC1C(=O)N(Cc2cn(CC3CCCCC3)nn2)CCS(=O)(=O)N1Cc1ccc(-c2cccc(CO)c2)cc1 (stereo unspecified) | 23.8 | 3.7 | 0.0 | -8.4 | -18.7 | 2.8 | 0.1 | 4.6 | 1.8
Cc1n[nH]c(=S)n1/N=C/c1ccc(OCc2ccc(Cl)cc2Cl)cc1 | -3.7 | 5.9 | -2.1 | 22.5 | 9.1 | -0.2 | -4.4 | -2.0 | 6.2
CCOC(=O)c1c(N2C(=O)C3C4C=CC(C4)C3C2=O)sc2c1CCC(C)C2 (stereo unspecified) | -16.8 | 12.3 | -1.5 | 8.8 | -1.2 | -2.2 | 5.7 | 0.3 | -3.0
CCCCNC(=O)Nc1cc(C(=O)OC)ccc1Cl | 12.2 | 7.7 | -2.7 | -0.9 | 6.3 | 10.8 | 5.0 | 0.3 | -9.0
COc1ccccc1NS(=O)(=O)c1ccc(O)c(C(=O)OCC(=O)c2ccc(Cl)cc2Cl)c1 | -9.7 | 8.4 | 1.8 | -15.5 | 4.9 | 10.8 | -12.8 | 1.4 | 16.2
CCc1nn(C(C)C(=O)N2CCN(c3ccccc3)CC2)c(=O)c2cc3occc3n12 (stereo unspecified) | -30.7 | 12.7 | 1.4 | -0.8 | 10.2 | 4.6 | 3.1 | -2.2 | -1.0
COc1ccccc1NC(=O)c1cccnc1 | -3.7 | 0.6 | -4.2 | -1.4 | 0.2 | 12.2 | -2.5 | -1.1 | -3.5
COc1ccc(C(=O)n2nc(-c3ccco3)nc2N)cc1 | 3.5 | 13.2 | -3.6 | 0.0 | 10.2 | 1.3 | -2.9 | -0.9 | 0.3
COc1ccc(C(=O)N2CCCCC2C(=O)Nc2ccc(-n3nc(C)cc3C)cc2)o1 (stereo unspecified) | -8.4 | -8.7 | -2.6 | -0.7 | 11.6 | 0.2 | -5.0 | 0.3 | 0.1
O=C(O)Cn1nnc(-c2ccc(OCc3ccccc3Cl)cc2)n1 | -0.2 | / | / | / | -8.8 | 3.1 | / | -0.6 | /
Cc1nc(SC(C(=O)c2ccccc2)c2ccccc2)n[nH]1 (stereo unspecified) | -13.2 | 7.8 | -4.1 | 7.4 | 3.8 | 7.4 | 5.5 | -0.6 | -5.7
Cc1cc(C)c(S(=O)(=O)N2CCCC(C(=O)NCc3cccnc3)C2)c(C)c1 (stereo unspecified) | -25.9 | 2.8 | -4.7 | -5.6 | -1.0 | 3.8 | -6.3 | 0.8 | 12.8
COc1cccc(CCNC(=O)C2CCC(=O)N(C3CC3)C2)c1OC (stereo unspecified) | -21.4 | 10.6 | -2.6 | 1.7 | -7.0 | -0.3 | 3.1 | 1.7 | -3.3
CC(=O)Nc1ccc(C(=O)Nc2ccc(S(=O)(=O)N3CCCC3)cc2)cc1 | 24.5 | 12.9 | -0.8 | 0.5 | 26.7 | -2.3 | -2.5 | -1.4 | 1.9
Cc1ccc(OCC(=O)NC(=S)Nc2ccc(S(=O)(=O)Nc3cc(C)on3)cc2)c(Br)c1 | -13.8 | 14.8 | -1.2 | 4.3 | 31.0 | -0.1 | 2.5 | -1.2 | -7.8
O=C(/C=C\c1ccco1)Nc1nc(-c2ccc3ccccc3c2)cs1 | 49.3* | 13.8 | 8.6 | -3.4 | -17.5 | 8.7 | 2.4 | 4.9 | -2.6
CCOC(=O)Nc1sc(C)c(C)c1C(=O)OCC | -9.8 | 23.1 | -0.2 | 7.1 | -22.3 | 12.6 | -6.2 | 5.1 | 0.9
COc1ccc(OCCN2CCN(C(=O)c3ccc(OC)c(OC)c3)CC2)cc1 | -10.4 | -22.8 | -1.5 | -0.2 | -16.9 | 1.4 | -0.2 | 5.1 | 14.7
CC(=O)Nc1ccc(CCNC(=O)c2ccc3ccccc3c2O)cc1 | 19.9 | 24.2 | 2.4 | -1.8 | -4.0 | 34.3 | -0.6 | -1.3 | 10.2
COCc1ccc(C(=O)N2CCCC(Nc3ccc(F)c(F)c3)C2)s1 (stereo unspecified) | -3.9 | 9.1 | -4.3 | 0.5 | 5.6 | -0.1 | 1.0 | -1.7 | 2.2

Compound profiles, from the list above. Screens in order: TAAR1 antag	CHO-K1 Ca PAM	M5 ag	CHRM4 PAM	CRFBP-R2 block	TAAR1 agonist	CHRM5 PAM	CRFR2-BP ag	M5 antag
`COc1cccc(CCNC(=O)C2CCC(=O)N(C3CC3)C2)c1OC` (stereo unspecified) as listed: -21.4	10.6	-2.6	1.7	-7.0	-0.3	3.1	1.7	-3.3
`Cc1n[nH]c(=S)n1/N=C/c1ccc(OCc2ccc(Cl)cc2Cl)cc1` as listed: -3.7	5.9	-2.1	22.5	9.1	-0.2	-4.4	-2.0	6.2
`Cc1nc(SC(C(=O)c2ccccc2)c2ccccc2)n[nH]1` (stereo unspecified) as listed: -13.2	7.8	-4.1	7.4	3.8	7.4	5.5	-0.6	-5.7
`Cc1ccc(OCC(=O)NC(=S)Nc2ccc(S(=O)(=O)Nc3cc(C)on3)cc2)c(Br)c1` as listed: -13.8	14.8	-1.2	4.3	31.0	-0.1	2.5	-1.2	-7.8
`COCc1ccc(C(=O)N2CCCC(Nc3ccc(F)c(F)c3)C2)s1` (stereo unspecified) as listed: -3.9	9.1	-4.3	0.5	5.6	-0.1	1.0	-1.7	2.2
